NadD block: NadD (S. aureus) enzyme inhibition | inhibition, % at 20 µM | actives 0.78% (n = 360,000) | purified NadD enzyme, colorimetric absorbance read-out; in the data active means inhibition above about 26%; further: some compounds past the cut are filed as inactive
LMPTP inh: LMPTP (human) inhibition. P24666. recombinant LMPTP-A, OMFP fluorogenic substrate, fluorescence intensity. inhibition, % at 20 µM. actives 0.22% (n = 360,000). AID 651560;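 active means compounds that cut the enzyme signal by at least half of the control window in the single-dose screen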;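 further: plate controls were DMSO wells with enzyme plus substrate for no effect and substrate without enzyme for full effect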
Target sequence (P24666 whole entry, looked up): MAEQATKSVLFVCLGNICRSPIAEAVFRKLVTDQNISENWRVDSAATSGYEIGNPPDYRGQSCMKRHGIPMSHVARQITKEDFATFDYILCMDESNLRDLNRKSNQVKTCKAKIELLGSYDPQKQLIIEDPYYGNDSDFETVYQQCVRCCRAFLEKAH
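Material: LMPTP-A; amount: 0.625 nM enzyme; doses: single 20 µM dose; times: reaction 50 min, room temperature, dark; technique: fluorescence intensity of OMFP turnover product; benchmarks: no-enzyme and uninhibited controls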
CendR NRP1 mod: modulators of CendR peptide binding to human neuropilin-1; FAM-RPARPAR peptide binding to NRP-1, fluorescence polarization; actives 0.85% (n = 360,000); inhibition, % at 25 µM; AID 602438;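 active means inhibition or corrected inhibition above about 18%, plus a signal ratio from 0.5 to 1.5, limit read from the data, passing the limit was not always enough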; further: strong numbers were not always called active
TbMetRS inhib: blocks T. brucei methionyl-tRNA synthetase activity. purified T. brucei MetRS, ATP depletion, Kinase-Glo luminescence. inhibition, % at 11.9 µM. actives 0.4% (n = 360,000);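 active means inhibition above a per-plate cutoff of the control wells' mean inhibition plus 3 SD, cut at about 5.5% in these data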;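 further: 0% = DMSO wells median and 100% = median of wells with control inhibitor compound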
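Dosing: 11.9 µM compound single dose, 0.9% DMSO; Assay system: purified T. brucei MetRS enzyme; Measured by: Kinase-Glo luciferase luminescence reporting remaining unconsumed ATP; Schedule: 15 min plus 2 h at 25 °C.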
Scp1 inh: blocks human Scp-1 phosphatase activity; Q9GZU7; Recombinant Scp1, phosphopeptide, malachite green phosphate absorbance; inhibition, % at 20 µM; actives 0.88% (n = 340,000); AID 493091;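 active means inhibition above about 50% at 20 µM, limit read from the data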;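 further: plate controls were DMSO wells with enzyme for no effect and wells lacking enzyme for full effect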
Target sequence (Q9GZU7 76-261 limits assumed): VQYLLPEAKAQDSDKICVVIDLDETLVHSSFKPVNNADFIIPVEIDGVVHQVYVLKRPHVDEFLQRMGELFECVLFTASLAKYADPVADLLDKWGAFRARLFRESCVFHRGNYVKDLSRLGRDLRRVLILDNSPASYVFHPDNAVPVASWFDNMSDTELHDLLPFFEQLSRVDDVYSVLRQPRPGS
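Test system – truncated SCP-1 phosphatase (76-261aa) · Reagent – Phosphorylated 17-residue peptide substrate · Incubation – 45 min room-temperature reaction, 5 min colour, 30 min stabiliser · Detection – colorimetric phosphate reagent with accelerator and stabiliser, absorbance at 630 nm · Measure – % inhibition at 20 µM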
STEP inh: STEP (human) phosphatase inhibition. P54829. recombinant STEP, OMFP fluorogenic substrate, fluorescence. inhibition, % at 20 µM. actives 0.25% (n = 360,000). AID 588621;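 active means inhibition at 20 µM, scaled per plate between control wells, above about 37%, limit read from the data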;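 further: 0% = DMSO with enzyme and substrate and 100% = substrate only without enzyme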
Target sequence (P54829 whole entry, looked up): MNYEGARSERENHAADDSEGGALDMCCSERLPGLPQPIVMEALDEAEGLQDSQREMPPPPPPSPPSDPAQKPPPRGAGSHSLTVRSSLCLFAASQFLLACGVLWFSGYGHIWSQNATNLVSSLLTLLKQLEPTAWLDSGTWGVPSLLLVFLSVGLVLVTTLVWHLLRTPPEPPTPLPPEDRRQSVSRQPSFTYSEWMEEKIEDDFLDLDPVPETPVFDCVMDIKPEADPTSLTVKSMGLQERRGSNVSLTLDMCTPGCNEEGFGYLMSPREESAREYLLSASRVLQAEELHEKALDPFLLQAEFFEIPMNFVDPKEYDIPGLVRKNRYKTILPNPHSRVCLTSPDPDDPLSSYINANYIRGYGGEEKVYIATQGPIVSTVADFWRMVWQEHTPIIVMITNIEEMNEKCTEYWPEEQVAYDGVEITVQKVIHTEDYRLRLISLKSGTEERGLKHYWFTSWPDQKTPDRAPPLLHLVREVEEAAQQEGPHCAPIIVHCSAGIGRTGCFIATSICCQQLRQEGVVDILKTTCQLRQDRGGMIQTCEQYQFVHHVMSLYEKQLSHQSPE
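medium = Bis-Tris buffer pH 6.0, 2.5 mM DTT, 0.005% Tween 20 | test system = STEP (striatal-enriched tyrosine phosphatase) enzyme, cell-free | measure = normalized % inhibition | compound dosing = 20 µM, 1% DMSO | also added = 25 µM OMFP | schedule = reaction 20 min, ambient temperature | measured by = fluorescence read at 480 nm ex / 540 nm em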
SUMO1 PPI mod: modulators of human SUMO1-mediated protein-protein interactions | P63165 | SUMO1 binding to a labelled peptide, TR-FRET, 1 h | inhibition, % at 20 µM | actives 0.33% (n = 360,000) | AID 602429; in the data active means inhibition above about 37%
DNMT1 block: blocks human DNA methyltransferase DNMT1; DNMT1 molecular beacon, Hinp1I cleavage, fluorescence; P26358; inhibition (reported as % activation of signal), % at 10 µM; actives 0.83% (n = 360,000); in the data active means inhibition above about 50%
SKN-1 inh: C. elegans SKN-1 inhibition; AID 624304; actives 0.49% (n = 360,000); C. elegans VP596 Pgst-4::GFP/RFP ratio, acrylamide-induced, 24 h; inhibition, % at 21.8 µM;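 active means interference check ratio from 0.5 to 1.5 plus GFP to RFP signal ratio inhibition reaching or exceeding a fixed threshold, cut at about 30% in these data, passing the limit was not always enough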; further: some compounds called inactive have numbers as strong as hits
Neddylation inh: cullin neddylation inhibition. TR-FRET cullin neddylation, biochemical. calls only at 25 µM. P61081+Q13564. AID 651699. actives 0.58% (n = 360,000); in the data active means inhibition above about 36%
An asterisk follows results filed as active; i = inactive; . = no result given.

Results follow in this order: TbMetRS inhib, DNMT1 block, NadD block, STEP inh, SKN-1 inh, LMPTP inh, Scp1 inh, SUMO1 PPI mod, CendR NRP1 mod, Neddylation inh
> CC(C)CCNC(=O)c1onc(CSc2ccc(F)cc2)c1C(=O)NCCC(C)C
  0.1, 2, 9, 0, 12, 3.0, -10, 1, -5, i
> CSc1cccc(CN2CCN(CCC(C)C)C(CCO)C2)c1 (centres undefined)
  -0.3, -1, -8, -2, 6, -0.3, -9, 0, 11, i
> COC(=O)c1ccccc1NC(=S)NC(=O)c1ccc2c(c1)OCO2
  0.0, 1, -8, 4, -5, 0.2, -7, 9, 11, i
> CCOC(=O)C1(C)CCCCCN1C(=O)c1ccccc1F (centres undefined)
  -0.3, -8, -5, -3, 1, -0.7, ., -5, 7, i
> Cc1cc(OC(C)C)nc(NCc2ccccc2)n1
  -1.0, -1, -1, 0, 10, 0.3, -7, -3, -4, i
> Fc1ccccc1-c1n[nH]c(=S)n1CC1CCCO1 (centres undefined)
  0.5, 1, 1, 2, 6, 0.6, -3, -4, 6, i
> CC/C(C)=N/Nc1nc2sc3c(c2c(=O)[nH]1)CC(C)(C)OC3
  0.2, -2, -3, 0, 8, -0.9, 13, 2, 15, i
> CC1CN(S(=O)(=O)c2ccc(C(=O)NN3CCN(C)CC3)cc2)CC(C)O1 (centres undefined)
  -0.4, 3, -4, -1, -5, -7.8, -8, 1, 14, i
> Fc1ccc(N2CCN(c3ncnc4nc[nH]c34)CC2)cc1
  -0.4, 0, 0, -1, 5, -2.7, -6, 1, 1, i
> CC(NC(=O)Nc1ccc(F)cc1F)c1ccncc1 (centres undefined)
  -0.2, -1, 5, -1, 7, -1.4, -9, 0, -3, i
> C=CCN(C(=O)c1csnn1)C(C(=O)NC1CCCC1)c1c(F)cccc1Cl (centres undefined)
  -0.7, 2, -9, -3, -3, -0.5, -8, 1, 0, i
> Cc1cc(C)n(C(C)CC(=O)Nc2ccc(-c3ccno3)cc2)n1 (centres undefined)
  -0.6, 1, -3, -4, 0, -1.2, 3, 4, -2, i
> Cc1ccnc(NC(=O)Cc2c(F)cccc2Cl)c1
  -1.3, 2, 0, -6, 10, -2.7, -1, 5, -4, i
> COCCNC(=S)Nc1cc(S(=O)(=O)N2CCOCC2)ccc1N1CCCCC1
  0.6, 0, 3, 12, -5, 4.6, -2, 2, -2, i
> CC(C)C(=O)N(Cc1ccc(F)cc1)Cc1nc2ccccc2c(=O)[nH]1
  0.1, -1, 6, -1, -6, -1.0, -2, 1, -5, i
> CN(C)c1ccc(NC(=O)COC(=O)CNC(=O)c2cccs2)cc1
  -0.2, -13, 4, -6, -3, 3.4, -12, -1, -3, i
> CCCS(=O)(=O)NC(=O)C1(C)CCN(C(=O)c2ccc(C(F)(F)F)nc2C)C1 (centres undefined)
  0.2, 2, -5, -3, 19, -3.6, ., 5, -4, i
> O=C(COC(=O)Cc1ccc(Cl)cc1Cl)Nc1ccc(OC(F)F)cc1
  0.9, 0, -10, -3, 2, 1.3, -9, -1, 3, i
> COc1ccc(C(=O)NCCCc2nc3ccccc3n2Cc2ccccc2C)cc1OC
  0.4, 3, -4, 0, 1, 4.2, -5, 5, -10, i
> COc1ccccc1NC(=O)C1=C(C)Nc2ncnn2C1c1cccs1 (centres undefined)
  -0.4, 6, 1, 2, 9, -0.2, 4, 2, 2, i

Grouped by structure: the compounds so far containing an aryl thioether with sulfur outside any ring
Results follow in this order: TbMetRS inhib, DNMT1 block, NadD block, STEP inh, SKN-1 inh, LMPTP inh, Scp1 inh, SUMO1 PPI mod, CendR NRP1 mod, Neddylation inh
> CC(C)CCNC(=O)c1onc(CSc2ccc(F)cc2)c1C(=O)NCCC(C)C
  0.1, 2, 9, 0, 12, 3.0, -10, 1, -5, i
> CSc1cccc(CN2CCN(CCC(C)C)C(CCO)C2)c1 (centres undefined)
  -0.3, -1, -8, -2, 6, -0.3, -9, 0, 11, i

Later entries:
Results follow in this order: TbMetRS inhib, DNMT1 block, NadD block, STEP inh, SKN-1 inh, LMPTP inh, Scp1 inh, SUMO1 PPI mod, CendR NRP1 mod, Neddylation inh
> COc1ccc(NC(=O)CN2CCc3ccccc3C2)cc1S(=O)(=O)N1CCOCC1
  0.1, -16, 8, 3, -6, -0.1, 7, -4, -14, i
> COC(=O)CN(c1ccccc1F)S(=O)(=O)c1ccc(C)cc1
  -0.3, 2, -8, -1, 9, -0.2, 1, 5, -5, i
> CC1(c2ccc(Cl)cc2Cl)NC(=O)N(CC(=O)N2CCN(C(=O)c3ccco3)CC2)C1=O (centres undefined)
  0.1, -2, 2, 0, 10, 0.2, -8, 3, -2, i
> Cn1c(C(=O)NCCCN2CCN(c3cccc(Cl)c3)CC2)cc2c(=O)n(C)c3ccccc3c21
  -0.1, -3, 22, 6, -6, 7.7, -12, 2, -7, i
> COc1ccc(/C(C)=N\O)cc1OC
  -0.2, -2, -5, -2, -11, 0.4, -18, 3, 6, i
> O=C(OCC(=O)N1CCc2ccccc2C1)c1ccc(F)cc1Cl
  -0.2, 0, -2, 2, -5, 0.6, 5, -21, 2, i
> COC(=O)c1cc(OC)cc(O)c1C(=O)c1c(O)cc(C)cc1O
  -2.1, 2, -4, -1, -6, 0.1, -7, -3, -1, i
> CCc1ccc(C2C(C#N)=C(N)SC(N)=C2C#N)s1
  -0.6, -22, 9, -18, 3, 2.5, 5, -4, 126, i
> CC(C)c1ccc(NC(=O)CN2C(=O)NC3(CCCC3)C2=O)cc1
  -0.3, 0, 3, -1, 10, -0.8, -9, 7, 24*, i
> COc1ccc(-n2cnc(=S)[nH]c2=S)cc1
  0.0, -6, 5, 3, -4, 15, -7, 6, 4, i

Part of the list above in another layout:
compound	TbMetRS inhib	DNMT1 block	NadD block	STEP inh	SKN-1 inh	LMPTP inh	Scp1 inh	SUMO1 PPI mod	CendR NRP1 mod	Neddylation inh
COC(=O)c1cc(OC)cc(O)c1C(=O)c1c(O)cc(C)cc1O	-2.1	2	-4	-1	-6	0.1	-7	-3	-1	i
CCc1ccc(C2C(C#N)=C(N)SC(N)=C2C#N)s1	-0.6	-22	9	-18	3	2.5	5	-4	126	i

The listing continues.
Results follow in this order: TbMetRS inhib, DNMT1 block, NadD block, STEP inh, SKN-1 inh, LMPTP inh, Scp1 inh, SUMO1 PPI mod, CendR NRP1 mod, Neddylation inh
> NC(=O)c1ccc(NC(=O)COC(=O)c2ccc3c(c2)OCCO3)cc1
  -0.3, -1, -8, 1, 5, -0.7, 1, 2, -1, i
> O=C(c1ccccc1)C(Nc1cccc([N+](=O)[O-])c1)c1ccccc1 (centres undefined)
  -0.1, -3, -5, -1, -2, 2.2, -21, -10, 8, i
> C[N+](C)(C)CCCN(Cc1ccc2c(c1)OCO2)C(=O)NC1CCCCC1
  0.6, 0, 10, -4, 8, -4.5, 91*, 2, -10, i
> CC(=O)Nc1sc2c(c1-c1nc3ccccc3s1)CCN(C(C)C)C2
  -0.7, 40, 7, -1, 9, 4.0, -8, -20, 144, i
> Cc1nn(S(=O)(=O)c2cccs2)c(C)c1Sc1ccc([N+](=O)[O-])cc1
  -0.3, -4, -6, -3, 25, 2.8, -9, -12, -7, i
> CCCn1cc(CN2CCC(N3CCC(C(=O)N4CCOCC4)CC3)CC2)c(C)n1
  -1.1, -1, -6, -1, -4, -2.3, -12, -2, -2, i
> Cc1cccc(N2CCN(S(=O)(=O)c3c(C)[nH]c(C)c3C(=O)N3CCCC3)CC2)c1C
  -0.9, 3, 0, -7, -3, 0.5, 3, 4, 0, i
> Cc1ccc(NC2=NC(c3ccc(O)cc3)n3c(nc(C)cc3=O)N2)cc1 (centres undefined)
  0.7, 1, -7, 1, 21, 1.1, -2, -8, -15, i
> CSc1ccc(CNc2cccc3ccccc23)cc1
  -0.2, -21, 16, 1, 25, 2.8, -11, -2, -5, i
> c1ccc2c(-c3ccc4nncn4c3)cncc2c1
  0.3, 4, 6, 2, 23, -0.4, ., -17, 2, i

Profiles, looked up by structure. Screens in order: TbMetRS inhib, DNMT1 block, NadD block, STEP inh, SKN-1 inh, LMPTP inh, Scp1 inh, SUMO1 PPI mod, CendR NRP1 mod, Neddylation inh
CSc1ccc(CNc2cccc3ccccc23)cc1 is listed as -0.2, -21, 16, 1, 25, 2.8, -11, -2, -5, i
NC(=O)c1ccc(NC(=O)COC(=O)c2ccc3c(c2)OCCO3)cc1 is listed as -0.3, -1, -8, 1, 5, -0.7, 1, 2, -1, i

Next part
Results follow in this order: TbMetRS inhib, DNMT1 block, NadD block, STEP inh, SKN-1 inh, LMPTP inh, Scp1 inh, SUMO1 PPI mod, CendR NRP1 mod, Neddylation inh
> CCOC(=O)[C@@H]1[C@H]2COc3ccccc3[C@H]2N2C(=O)N(c3cccc(Cl)c3)C(=O)[C@]12C
  -0.5, -3, -11, 0, 4, 1.7, -11, 3, 9, i
> C[C@@H](NC(=O)C1(c2ccccc2)CCN(C(=O)OC(C)(C)C)CC1)C(=O)N[C@@H](Cc1ccccc1)C(=O)O
  -0.1, 3, 1, -2, 7, -2.1, 1, 3, -5, i
> S=C(NCCCn1ccnc1)Nc1ccc(Cl)cc1Cl
  0.8, 0, 2, -1, -1, -5.0, -4, -1, -2, i
> CC(C)OCCCn1c(=NC(=O)c2ccncc2)c(C#N)cc2c(=O)n3ccccc3nc21
  -0.6, 9, 4, 0, -5, -0.9, -2, -3, -5, i
> CCc1nnc(NC(=O)CSc2nc3c([nH]c4ccccc43)c(=O)n2CCOC)s1
  -0.2, 5, 4, 0, -7, 0.0, -5, 5, 0, i
